Compound activity as filed in PubChem.
EPAC2 antag = qHTS for Antagonist of cAMP-regulated guanine nucleotide exchange factor 2 (EPAC2): primary screen; EPAC2 GEF exchange of Rap1B-BODIPY-GDP, fluorescence; AID 720708, 2013; Potency, µM (titrated, usually from 114 µM), for the others: at the top dose activity, negative = inhibition, usual class: inhibitors; hit rate 0.18% among 360,000; note: potency is the fitted concentration of half-maximal effect; % is set by controls: 0 for no effect and ±100 for the full control effect; nearly all actives have a fitted effect of over 45% in size; many of its hits are not listed in these tables
TDP43 rescue = qHTS of TDP-43 Inhibitors; TDP-43 expressing yeast growth rescue, BacTiter-Glo, 24 h; Potency, µM (highest dose often 46.1 µM), for the others: at the top dose growth rescue (activation), usual class: activators; hit rate 1.8% among 410,000; AID 652104, 2013; note: potency is the fitted concentration of half-maximal effect; % of control where 0% means no effect; nearly all actives have a fitted effect of over 50% in size
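In this qHTS, compounds that restore growth of yeast expressing TDP-43 appear as activators. Cells (OD600=0.02, galactose medium, raffinose-pregrown) are incubated with compound 24 hr at 30 deg C and growth is quantified by BacTiter-Glo.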
Abeta rescue = qHTS for compounds that reverse cellular toxicity of Amyloid beta (A-beta) peptide in yeast: Primary Screen | yeast expressing A-beta42, growth rescue, OD600, 48 h; response scale: 0% DMSO, 100% iron-clioquinol control | Potency, µM (top dose mostly 46.1 µM), for the others: top-dose growth rescue, actives largely listed as activators | hit rate 0.063% among 410,000; note: potency is the fitted concentration of half-maximal effect; nearly all actives have a fitted effect of over 55% in size
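Growth rescue measured by 600 nm absorbance after 48 h yeast culture at 30 C with compound. Values normalized between DMSO and an equimolar ferric chloride plus clioquinol control.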
FUS suppressor = qHTS for Suppressors of FUS Proteinopathy: Primary screen using FUS-linked yeast assay | S. cerevisiae FUS-expressing, growth rescue, OD600, 24 h | hit rate 0.24% among 390,000 | Potency, µM (titrated, usually from 76.6 µM), for the others: top-dose growth rescue (activation), usual class: activators | AID 1347120, 2019;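 note: potency is the fitted concentration of half-maximal effect; plate controls were DMSO vehicle for no effect and reference control for full effect; nearly all actives have a fitted effect of over 55% in size; some results filed as inactive show a strong effect at the top dose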
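Absorbance at 600 nm, taken 24hr after compound addition, measured rescue of FUS-yeast growth at 30C. Induction used 2% galactose with seeding at OD 0.005. Controls: CP55940 from 92uM final, DMSO only.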
D3 antag = qHTS of D3 Dopamine Receptor Antagonist: qHTS | D(3) dopamine receptor (Homo sapiens), P35462 | D3R cells, DiscoveRx beta-arrestin luminescence, antagonist mode; hits give low values | max response, negative = inhibition, % | hit rate 2.5% among 360,000 | AID 652054, 2013; in the data active = max response below about -50%; inconclusive = no clear call, values can overlap the other calls; note: % is set by controls: 0 for no effect and ±100 for the full control effect; mostly tested at two doses, the higher about 12 µM
Target sequence (P35462 whole entry, looked up): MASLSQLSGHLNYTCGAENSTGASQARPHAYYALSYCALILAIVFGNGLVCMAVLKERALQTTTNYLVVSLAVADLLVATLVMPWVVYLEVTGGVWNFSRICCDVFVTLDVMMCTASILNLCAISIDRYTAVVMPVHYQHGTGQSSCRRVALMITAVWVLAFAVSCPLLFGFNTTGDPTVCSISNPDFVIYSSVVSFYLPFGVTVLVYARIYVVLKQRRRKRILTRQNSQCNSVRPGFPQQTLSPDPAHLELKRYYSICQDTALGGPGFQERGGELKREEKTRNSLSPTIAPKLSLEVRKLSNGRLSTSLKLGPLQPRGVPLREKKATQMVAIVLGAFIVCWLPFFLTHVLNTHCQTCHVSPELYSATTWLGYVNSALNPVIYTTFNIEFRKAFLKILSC
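Cells expressing the human receptor were seeded at 1500 cells/well, incubated overnight at 37 degrees C in 5% CO2, then exposed to library compounds with dopamine controls for 90 minutes at 37 degrees C before luminescent detection.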
EPAC2 agonist = qHTS for Agonist of cAMP-regulated guanine nucleotide exchange factor 4 (EPAC2): primary screen; Rap guanine nucleotide exchange factor 4 (Homo sapiens), Q8WZA2; EPAC2 activation, biochemical qHTS; response scale: 100% = 6.5 mM cAMP response; Potency, µM (highest dose often 154 µM), for inactives: at the top dose activation, most hits filed as activators; hit rate 0.079% among 360,000; note: potency is the fitted concentration of half-maximal effect; nearly all actives have a fitted effect of over 50% in size
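Each well held 100 nM EPAC2, 250 nM RAP1B-BODIPY-GDP and 50 uM GDP. Fluorescence, read at 5-min intervals to 30 min, was referenced to a 6.5 mM cAMP positive control.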
aSyn yeast inh = qHTS of alpha-syn Inhibitors. Yeast expressing alpha-synuclein, growth rescue, BacTiter-Glo, 24 h. Potency, µM (doses to about 46.1 µM), without a hit: at the top dose growth rescue (activation), hits mostly activators. hit rate 0.14% among 370,000; note: potency is the fitted concentration of half-maximal effect; % of control where 0% means no effect; nearly all actives have a fitted effect of over 65% in size
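Readout is rescue of growth in alpha-synuclein-expressing yeast, so inhibitors of toxicity appear as activators. Growth after 24 hr at 30 deg C in galactose medium is quantified by luminescence.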
DRD3 agonist = qHTS of D3 Dopamine Receptor Agonist: qHTS. max activation, %. D3R DiscoveRx beta-arrestin cells, luminescence, 90 min. hit rate 0.58% among 410,000; in the data active = max activation above about 30%; note: 0% is about no effect; mostly tested at two doses, the higher about 12 µM
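Cells at 1500/well, incubated overnight, then treated with pinned compounds (dopamine as control) for 90 min at 37 degrees C. DiscoveRx reagent added for 30 - 60 minutes at room temperature; luminescence read.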
An asterisk follows results filed as active; [ ] = another dose, or the depositor's remark. Unless noted, calls come from the whole dose curve; as a rule, active = well fitted curve in the direction sought with a large enough effect; inconclusive = small, poorly fitted or top-dose-only effect, or another doubt; inactive = no such curve, though single readings can be large; an effect the other way counts as inactive or inconclusive. These rows are one share of the data. The share of hits here may be higher or lower than overall.

What do the screens show for `Cc1cc2ccccc2c(=O)n1CC(=O)NCC(=O)N1CCCC(C)C1` (stereo not given)?
EPAC2 antag: 4%; TDP43 rescue: 10%; Abeta rescue: -8%; FUS suppressor: -2%; D3 antag: 10; EPAC2 agonist: 1%; aSyn yeast inh: -1%; DRD3 agonist: -5

What do the screens show for `CCOc1ccc(NC(=O)Cn2cc(C(=O)c3ccc(CC)cc3)c(=O)c3cc(OC)c(OC)cc32)cc1`?
TDP43 rescue: 4%; Abeta rescue: -2%; FUS suppressor: -16%; DRD3 agonist: 1

How did C[C@H](NC(=O)c1[nH]cnc1C(=O)Nc1ccccc1)C(=O)OC(C)(C)C do in these assays?
EPAC2 antag: -6%; TDP43 rescue: 6%; Abeta rescue: 9%; FUS suppressor: 2%; D3 antag: 0; EPAC2 agonist: -3%; aSyn yeast inh: 10%; DRD3 agonist: -1

How did COc1ccc(CNC(=O)CC2Oc3ccc(C)cc3NC2=O)cc1 (stereo not given) do in these assays?
TDP43 rescue: 9%; Abeta rescue: -18%; FUS suppressor: 19%; DRD3 agonist: -10

Results for Cc1n[nH]c(=S)n1-c1cccc(Cl)c1 ?
EPAC2 antag: 0%; TDP43 rescue: 10%; Abeta rescue: 2%; FUS suppressor: -14%; D3 antag: 5; EPAC2 agonist: -6%; aSyn yeast inh: -3%; DRD3 agonist: 4

What do the screens show for `Cc1cc(C)c2c(c1)/C(=N/NS(=O)(=O)c1ccc(Br)cc1)CCC2`?
EPAC2 antag: 1%; TDP43 rescue: -3%; Abeta rescue: 7%; FUS suppressor: 14%; D3 antag: 6; EPAC2 agonist: -10%; aSyn yeast inh: 5%; DRD3 agonist: 7

What do the screens show for `Cc1c(OC(C)C(=O)NCCCN2CCOCC2)ccc2c3c(c(=O)oc12)CCC3` (stereo not given)?
EPAC2 antag: -9%; TDP43 rescue: -18%; Abeta rescue: 1%; FUS suppressor: -5%; D3 antag: 18; EPAC2 agonist: 0%; aSyn yeast inh: -2%; DRD3 agonist: -1

Results for CC(=O)NCCc1nc2ccccc2n1CCOc1ccc(C)cc1 ?
EPAC2 antag: -2%; TDP43 rescue: 0%; Abeta rescue: -5%; FUS suppressor: 3%; D3 antag: -8; EPAC2 agonist: 4%; aSyn yeast inh: -1%; DRD3 agonist: 0

Results for COc1ccccc1/C=C/C=C1N=C(/C=C/c2ccc(Cl)cc2)OC/1=O ?
EPAC2 antag: 11%; TDP43 rescue: 21%; Abeta rescue: -4%; FUS suppressor: 10%; D3 antag: -3; EPAC2 agonist: 18%; aSyn yeast inh: -1%; DRD3 agonist: 8

What do the screens show for `COc1ccc(CCN2CCCC(CN(C)C(=O)c3ccoc3C)C2)cc1` (stereo not given)?
EPAC2 antag: 8%; TDP43 rescue: -12%; Abeta rescue: -14%; FUS suppressor: 14%; D3 antag: -8; EPAC2 agonist: 7%; aSyn yeast inh: -8%; DRD3 agonist: -12

How did CN1c2ccccc2C(C)(C)[C@]12C=Cc1cc(O)ccc1O2 do in these assays?
EPAC2 antag: 6%; TDP43 rescue: -15%; Abeta rescue: 11%; FUS suppressor: 6%; D3 antag: -3; EPAC2 agonist: 0%[15.6 µM]; aSyn yeast inh: 7%; DRD3 agonist: 6

What do the screens show for `COc1ccccc1C(=O)N1[C@@H](C(C)C)COc2cc(Br)ccc2S1(=O)=O`?
EPAC2 antag: 12%; TDP43 rescue: 19%; Abeta rescue: 9%; FUS suppressor: 12%; D3 antag: 3; EPAC2 agonist: -8%; aSyn yeast inh: -21%; DRD3 agonist: 11

What do the screens show for `COC(=O)CN1C(=O)CSc2ccc(S(=O)(=O)Nc3c(C)cc(C)cc3C)cc21`?
TDP43 rescue: -1%; Abeta rescue: 6%; FUS suppressor: 25%; DRD3 agonist: 15

How did CCn1c(CN2CCCCC2)nc2cc(NC(=O)c3cc(OC)c(OC)c(OC)c3)ccc21 do in these assays?
TDP43 rescue: 16%; Abeta rescue: 6%; FUS suppressor: -3%; DRD3 agonist: -11

What do the screens show for `O=C(COC(=O)c1cccc2ccccc12)NCC1CCCO1` (stereo not given)?
EPAC2 antag: 6%; TDP43 rescue: 15%; Abeta rescue: 5%; FUS suppressor: -6%; D3 antag: 3; EPAC2 agonist: 4%; aSyn yeast inh: -1%; DRD3 agonist: -1

Results for Cc1cc(C)c(C#N)c(N2CCN(c3ccc(F)cc3)CC2)n1 ?
EPAC2 antag: -28%; TDP43 rescue: inconclusive; Abeta rescue: -30%; FUS suppressor: -11%; D3 antag: 8; EPAC2 agonist: 11%; aSyn yeast inh: -12%; DRD3 agonist: 4

What do the screens show for `CCC1C(=O)Nc2ccccc2N1C(=O)c1ccc(Cl)nc1` (stereo not given)?
EPAC2 antag: -11%; TDP43 rescue: 4%; Abeta rescue: 9%; FUS suppressor: -23%; D3 antag: 11; EPAC2 agonist: 3%; aSyn yeast inh: -4%; DRD3 agonist: 2

How did COc1ccc(C(=O)Oc2cccc(/C=N/NC(N)=S)c2)cc1 do in these assays?
EPAC2 antag: 5%; TDP43 rescue: 11%; Abeta rescue: 8%; FUS suppressor: 25%; D3 antag: -17; EPAC2 agonist: 23%; aSyn yeast inh: -1%; DRD3 agonist: -5

How did Cc1ccc(C(=O)NCCCn2ccnc2)cc1C do in these assays?
EPAC2 antag: 2%; TDP43 rescue: 8%; Abeta rescue: -4%; FUS suppressor: -26%; D3 antag: -2; EPAC2 agonist: 2%; aSyn yeast inh: 7%; DRD3 agonist: 0

How did CCNc1ccc(S(=O)(=O)N(C)C)cc1NCC(=O)Nc1ccccc1Br do in these assays?
EPAC2 antag: 2%; TDP43 rescue: -22%; Abeta rescue: -6%; FUS suppressor: 42%; D3 antag: -9; EPAC2 agonist: 3%; aSyn yeast inh: -1%; DRD3 agonist: -10

Results for CCOC(=O)C(NCc1ccc(OC)cc1)(NC(C)=O)C(F)(F)F (stereo not given) ?
EPAC2 antag: 10%; TDP43 rescue: 3%; Abeta rescue: -11%; FUS suppressor: -10%; D3 antag: -18; EPAC2 agonist: 6%; aSyn yeast inh: -5%; DRD3 agonist: -2

What do the screens show for `O=C(CCCOc1ccc(Br)cc1)Nc1ccc(S(=O)(=O)N2CCOCC2)cc1`?
EPAC2 antag: -8%; TDP43 rescue: -13%; Abeta rescue: -9%; FUS suppressor: 31%; D3 antag: 0; EPAC2 agonist: 0%; aSyn yeast inh: 0%; DRD3 agonist: -2

Results for O=C(O)c1ccccc1S(=O)(=O)Cc1ccccc1 ?
EPAC2 antag: 0%; TDP43 rescue: -21%; Abeta rescue: -1%; FUS suppressor: 5%; D3 antag: -20; EPAC2 agonist: 11%; aSyn yeast inh: 0%; DRD3 agonist: -10

How did Cc1c(Cl)cccc1NC(=O)CSc1ccc(-c2ccccn2)nn1 do in these assays?
TDP43 rescue: 10%; Abeta rescue: -38%; FUS suppressor: -5%; DRD3 agonist: -4

What do the screens show for `CCCN(C(=O)c1ccco1)c1nnc(-c2ccccc2C)s1`?
EPAC2 antag: -6%[57.1 µM]; TDP43 rescue: 13µM*; Abeta rescue: -28%; FUS suppressor: 9%; D3 antag: 2; EPAC2 agonist: -6%; aSyn yeast inh: -18%; DRD3 agonist: 2

What do the screens show for `O=C(CN1C(=O)NC2(CCCC2)C1=O)Nc1cc(S(=O)(=O)N2CCCCC2)ccc1Cl`?
EPAC2 antag: -8%; TDP43 rescue: 7%; Abeta rescue: -6%; D3 antag: -7; EPAC2 agonist: 2%; aSyn yeast inh: 3%; DRD3 agonist: 6

What do the screens show for `CCOc1cc(OCC)cc(C(=O)NCc2ccco2)c1`?
EPAC2 antag: -14%; TDP43 rescue: 7%; Abeta rescue: -10%; FUS suppressor: 31%; D3 antag: -7; EPAC2 agonist: 1%; aSyn yeast inh: -2%; DRD3 agonist: -7

What do the screens show for `CC1=NN(c2ccc(S(=O)(=O)O)cc2Cl)C(=O)C1`?
EPAC2 antag: -5%; TDP43 rescue: -14%; Abeta rescue: -20%; FUS suppressor: 5%; D3 antag: -5; EPAC2 agonist: 5%; aSyn yeast inh: -1%; DRD3 agonist: 1

What do the screens show for `Cc1ccc(N2C(=O)C(NC(=O)c3ccccc3F)(C(F)(F)F)C3=C2CC(C)(C)CC3=O)cc1` (stereo not given)?
EPAC2 antag: -17%; TDP43 rescue: 2%; Abeta rescue: 10%; FUS suppressor: 3%; D3 antag: -4; EPAC2 agonist: 4%; aSyn yeast inh: 5%; DRD3 agonist: -5

4 structures from above, ordered by count of non-hydrogen atoms, largest number first.
What do the screens show for `Cc1ccc(N2C(=O)C(NC(=O)c3ccccc3F)(C(F)(F)F)C3=C2CC(C)(C)CC3=O)cc1` (stereo not given)?
EPAC2 antag: -17%; TDP43 rescue: 2%; Abeta rescue: 10%; FUS suppressor: 3%; D3 antag: -4; EPAC2 agonist: 4%; aSyn yeast inh: 5%; DRD3 agonist: -5

Results for CCOC(=O)C(NCc1ccc(OC)cc1)(NC(C)=O)C(F)(F)F (stereo not given) ?
EPAC2 antag: 10%; TDP43 rescue: 3%; Abeta rescue: -11%; FUS suppressor: -10%; D3 antag: -18; EPAC2 agonist: 6%; aSyn yeast inh: -5%; DRD3 agonist: -2

What do the screens show for `CCCN(C(=O)c1ccco1)c1nnc(-c2ccccc2C)s1`?
EPAC2 antag: -6%[57.1 µM]; TDP43 rescue: 13µM*; Abeta rescue: -28%; FUS suppressor: 9%; D3 antag: 2; EPAC2 agonist: -6%; aSyn yeast inh: -18%; DRD3 agonist: 2

How did Cc1ccc(C(=O)NCCCn2ccnc2)cc1C do in these assays?
EPAC2 antag: 2%; TDP43 rescue: 8%; Abeta rescue: -4%; FUS suppressor: -26%; D3 antag: -2; EPAC2 agonist: 2%; aSyn yeast inh: 7%; DRD3 agonist: 0
